Screening results as filed in PubChem BioAssay.
E-sel inducer: E-selectin induction in HUVECs, primary screen, imaging, HUVEC, immunofluorescence imaging, single point; hit rate 0.37% among 260,000; activation, % at 7.58 µM; AID 686992, 2013; normalized: neutral wells 0, TNF-alpha wells 100;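 active = mean E-selectin-positive cell signal at least 10% of the positive control, reached in at least 60% of replicates, without over 20% cell loss; inconclusive = no rule given, readout overlaps actives, possibly toxicity-flagged; inactive = the rest, including those meeting only one limit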;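 note: in these data hits start at about 27%; measured in HUVEC primary endothelial cells; signal is the percent of cells scored E-selectin positive by PE staining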
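Test system – human umbilical vein endothelial cells (HUVEC), E-selectin induction · Input – 3,000 HUVEC seeded per well · Buffer or medium – EGM-2, gelatin · Compound dosing – single-point compound dose · Detection – immunofluorescence imaging · Measure – percent E-selectin-positive cells · Controls – TNF-alpha high, DMSO low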
S100A4 MyoIIA: inhibitors of S100A4-myosin IIA peptide binding, primary screen, biochemical, fluorescence polarization, TAMRA-MyoIIA peptide | inhibition, % at 10.7 µM | hit rate 0.14% among 360,000 | AID 652163, 2013 | Protein S100-A4 (Homo sapiens), P26447;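 active = mean inhibition of at least 70% across replicates, with every replicate also reaching that level; inconclusive = mean inhibition reaches 70% but some replicates fall short; inactive = mean inhibition below 70%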
Target sequence (P26447 whole entry, looked up): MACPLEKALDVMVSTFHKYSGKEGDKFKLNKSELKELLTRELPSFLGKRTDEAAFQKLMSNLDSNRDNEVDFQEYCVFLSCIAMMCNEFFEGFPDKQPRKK
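Material: S100A4 monomer protein / Buffer or medium: 50 mM HEPES pH 7.2, 10 mM CaCl2, 100 mM KCl / Times: 5 min incubation before reading / Benchmarks: neutral control DMSO, positive control TFP / Reagent: labelled myosin peptide probe, 5 nM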
RAD54 inh: inhibitors of human RAD54 branch migration, primary screen, biochemical, fluorescence, single point; DNA repair and recombination protein RAD54-like (Homo sapiens), Q92698; RAD54 Holliday junction branch migration, FAM/BHQ fluorescence; inhibition, % at 10.4 µM; hit rate 0.14% among 360,000; AID 602329, 2012;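 active = mean normalized replicate activity at least 40 and at least half of replicates scoring 40 or more; inconclusive = only one of the two criteria met; inactive = mean below 40 and under half of replicates reaching 40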;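 note: 0% = median of neutral control wells and 100% = median of positive control wells; inhibitors cause a drop in the FAM fluorescence signal; in these data hits start at about 50%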
Target sequence (Q92698 whole entry, looked up): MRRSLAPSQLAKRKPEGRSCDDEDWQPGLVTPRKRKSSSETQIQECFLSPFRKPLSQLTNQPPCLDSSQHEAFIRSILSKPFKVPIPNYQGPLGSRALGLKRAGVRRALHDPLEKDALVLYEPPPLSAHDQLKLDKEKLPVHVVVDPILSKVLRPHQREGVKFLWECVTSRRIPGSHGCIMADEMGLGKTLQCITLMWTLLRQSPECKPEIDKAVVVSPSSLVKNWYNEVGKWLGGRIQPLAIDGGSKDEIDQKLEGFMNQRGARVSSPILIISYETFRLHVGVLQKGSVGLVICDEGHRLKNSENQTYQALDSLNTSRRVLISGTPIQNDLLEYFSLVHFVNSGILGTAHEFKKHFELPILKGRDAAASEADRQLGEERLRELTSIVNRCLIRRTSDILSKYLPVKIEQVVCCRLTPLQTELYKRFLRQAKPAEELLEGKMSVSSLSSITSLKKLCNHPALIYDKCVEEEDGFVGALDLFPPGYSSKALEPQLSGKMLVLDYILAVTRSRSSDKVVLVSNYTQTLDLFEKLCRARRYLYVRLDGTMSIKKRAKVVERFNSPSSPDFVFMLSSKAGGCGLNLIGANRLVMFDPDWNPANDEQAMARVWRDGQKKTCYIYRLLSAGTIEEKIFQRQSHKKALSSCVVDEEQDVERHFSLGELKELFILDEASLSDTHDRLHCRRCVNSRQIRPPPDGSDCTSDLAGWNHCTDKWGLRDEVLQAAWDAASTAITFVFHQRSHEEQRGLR
ERAP1 inh: human ERAP1 aminopeptidase inhibitors, primary screen, biochemical, single point, plate reader. recombinant ERAP1, Leu-AMC fluorescence, 60 min. inhibition, % at 10.7 µM. hit rate 0.15% among 340,000;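 active = mean replicate inhibition of at least 30%, or all replicates individually reaching that 30% level; inactive = mean below 30% and not every replicate reaching it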;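 note: 0% = neutral control wells and 100% = L-leucinethiol positive control wells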
Xi reactivation: activators of inactive X chromosome reactivation, primary screen, imaging, XiGFP fibroblasts, GFP high-content imaging, set 2 | XiGFP mouse fibroblasts, % GFP-positive cells imaging, 3 d; cells co-treated with 5-aza-dC sensitizer; scaled so ellipticine positive control = 100% | activation, % at 7.58 µM | hit rate 0.055% among 360,000;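 active = mean normalized replicate activation at least 10% and every replicate at or above 10%; inconclusive = only one of the two criteria met; inactive = mean below 10% and not all replicates reach 10%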;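 note: 0% = median of on-plate neutral control wells and 100% = ellipticine 6 µM median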
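Material: XiGFP fibroblasts, SV40-immortalized; Buffer or medium: DMEM containing 5-aza-dC; Compound dosing: single point; Times: 3 days compound exposure.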
esBAF inh: Bmi1 luciferase reporter increase in mESCs, primary screen, esBAF inhibitor project, mouse ES cells, Bmi1 luciferase knock-in, single point; reporter increase, % at 12.5 µM; AID 602393, 2012; hit rate 2% among 350,000; 24 h; 100% = twice the neutral-well signal; in the data active = activation above about 40%; inconclusive = no clear call, values can overlap the other calls;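 note: 0% = median of the plate's neutral control wells and 100% = double that signal; a rise in the Bmi1 reporter signal indicates esBAF inhibition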
ERp5 inh: inhibitors of ERp5-driven insulin aggregation, primary screen, biochemical, turbidity, absorbance 650 nm, single point. Protein disulfide-isomerase A6 (Homo sapiens), Q15084. 90 min. inhibition, % at 9.99 µM. hit rate 0.05% among 350,000. AID 651711, 2012;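 active = mean replicate inhibition above about 25%, with every replicate also reaching it, limit read from the data, passing the limit was not always enough; inconclusive = only one of those two criteria met; inactive = neither criterion met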
RAD52 inh: RAD52 DNA annealing inhibitors, primary screen, biochemical, FRET, single point, set 2; DNA repair protein RAD52 homolog (Homo sapiens), P43351; recombinant RAD52 DNA annealing, FRET fluorescence; inhibition, % at 18.7 µM; hit rate 0.46% among 360,000; AID 651710, 2012;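 active = every replicate showing at least 50% inhibition; inconclusive = mean inhibition at least 50% but not in every replicate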
An asterisk follows results filed as active; ? = inconclusive; . = no result given. Not a hit list. About 2.5% of those tested had a hit in this group.

Values run as follows: esBAF inh	E-sel inducer	RAD54 inh	ERp5 inh	RAD52 inh	S100A4 MyoIIA	ERAP1 inh	Xi reactivation
> COc1ccc([C@@H]2[C@@H](C)N(c3ccccc3)c3ccccc3C(=O)N2Cc2ccccc2)cc1
    1	-0.2	3	1	-5	-2	0	-0.1
> CC1CCN(CCCNC(=O)c2cc3c(Cl)nc4ccccc4c3s2)CC1
    0	0.6	89*	-4	50	-27	3	0.2
> CC(=O)N1CCN(Cc2cc(=O)oc3ccc4ccccc4c23)CC1
    -3	0.0	15	0	-12	1	1	0.1
> Cc1cc(OCC(=O)N2CCC(C(=O)O)CC2)c2c(C)c(C)c(=O)oc2c1
    -9	.	-12	7	-6	-7	7	.
> COc1cccc(OC)c1OCCCCCCN1CCN(C)CC1
    -7	.	1	3	6	2	-3	0.0
> CCOC(=O)C1CCN(C(=O)c2cccc(S(=O)(=O)N(C)C3CCCCC3)c2)CC1
    1	.	.	14	-4	-5	4	0.4
> COC(=O)CS(=O)(=O)c1ccsc1C(=O)Nc1ccc(F)c(F)c1
    .	.	.	-5	1	-1	4	0.0
> CC(C)CC#Cc1cnc2c(c1)C(=O)N([C@@H](C)CO)C[C@H](C)[C@@H](CN(C)Cc1cccc(F)c1)O2
    2	0.4	11	9	1	-22	-2	0.0
> COc1ccc(-c2nc3c(c4nnc(SC(C)C(=O)Nc5ccc(C)cc5)n24)COC(C)(C)C3)cc1 (configuration not stated)
    3	2.0	-12	6	-9	-31	12	0.1
> CCc1cccc(N(CC(=O)NC2CCCCC2)C(=O)c2csnn2)c1
    18	0.4	13	-4	-20	-3	4	0.4
> O=C(Cn1c(CO)nc2ccccc21)NCCc1ccccc1
    -2	0.0	3	2	-24	-2	1	0.4
> CCN1CNC(=S)N(C(C)c2ccccc2)C1 (configuration not stated)
    .	.	1	-11	-4	0	0	0.1
> Cc1ccccc1S(=O)(=O)NC(=O)C1(C)CCN1C(=O)C/C=C/c1ccccc1 (configuration not stated)
    -2	0.0	1	6	-12	0	0	0.1
> Cc1c(NC(=O)C(C)OC(=O)c2cccc(S(=O)(=O)N(C)C)c2)c(=O)n(-c2ccccc2)n1C (configuration not stated)
    8	-0.2	9	-1	-8	-3	3	0.0
> Cc1ccc(C(=O)N2CCN(c3cccc(Cl)c3)CC2)cc1C
    8	.	4	6	-5	-3	-2	.
> COCC#Cc1ccc([C@@H]2[C@@H](CO)N3CCCCN(C(=O)Nc4cc(F)ccc4F)C[C@H]23)cc1
    0	0.0	-2	-1	-9	-15	0	0.1
> C[C@H](CO)N1C[C@H](C)[C@H](CN(C)CC2CCOCC2)Oc2cc(C3=CCCC3)ccc2S1(=O)=O
    -2	-0.2	10	0	-4	3	.	-1.0
> O=c1[nH]c(SCc2ccccc2)nc2c1cnn2-c1ccc(F)cc1
    3	2.3	-19	1	1	-3	0	0.3
> COc1ccc(NC(=O)Cn2nnc(C(=O)Nc3ccccc3C)c2N)cc1
    .	.	.	8	-11	-1	-4	0.0
> CC1CN(C(=O)COc2ccc3ccccc3c2)CC(C)O1 (configuration not stated)
    -4	.	-2	7	-18	8	-1	0.1
> O=C(CSc1n[nH]c(=O)[nH]c1=O)N/N=C/C=C/c1ccccc1
    .	-3.1	.	-3	15	-2	0	0.0
> COc1cccc(-c2ccc3c(c2)[C@@H]2[C@@H](CCN2S(=O)(=O)c2ccccc2C)[C@H](CO)N3C)c1
    12	-0.3	-2	1	1	4	-3	0.3
> Nc1[nH]c(C(=O)c2ccccc2)c(-c2c(F)cccc2F)c1C(=O)c1ccc(Cl)c(Cl)c1
    .	.	.	6	-5	3	0	0.1
> CC12CCC(=O)C=C1CCC1C3CC(O)C(O)(C(=O)CO)C3(C)CC(O)C12F (configuration not stated)
    5	0.1	.	1	-15	2	1	0.0
> O=C(NCCO)c1ccc2c3n(nc2c1)-c1ccccc1CO3
    2	0.1	10	3	3	-1	1	0.0
> COc1cccc(-c2cnc3c(NC=O)cc(-c4ccc(N(C)C)cc4)cn23)c1
    14	0.2	5	4	-90	-6	-2	1.7
> Cc1ccc(C(=O)c2ccccc2C(=O)OCC(=O)N2CC(C)CC(C)C2)cc1 (configuration not stated)
    -2	.	-3	-1	-3	-2	5	-0.1
> COc1ccc(NC(=O)CN(C)CC(=O)NCC2CCCCC2)cc1
    2	-0.2	2	0	-11	-5	-1	0.0
> CCCc1cc(C(=O)Nc2cccc(-c3nn[nH]n3)c2)sc1C
    9	-0.1	0	-13	-6	3	-4	-0.1
> C[C@@H]1CN([C@H](C)CO)C(=O)c2cc(C#Cc3ccccn3)cnc2O[C@@H]1CN(C)C(=O)c1ccccn1
    -3	-0.1	1	-2	-16	1	2	0.2
> COc1ccc(C#Cc2ccc3c(c2)[C@]2(C(=O)N3)[C@H](C(N)=O)[C@H]3C(=O)O[C@H](c4ccccc4)[C@H](c4ccccc4)N3[C@@H]2c2ccc(O)cc2)cc1
    .	.	-1	-3	15	2	1	.
> C[C@@H]1CN([C@@H](C)CO)C(=O)c2cc(-c3cccc(C#N)c3)cnc2O[C@@H]1CN(C)Cc1cccnc1
    -2	0.8	3	0	2	4	4	-1.3
> O=C(C[C@H]1C=C[C@H](NC(=O)C2CCC2)[C@H](CO)O1)Nc1nccs1
    2	0.0	3	5	-11	3	-1	0.9
> C/C(=N/NC(N)=S)c1ccc(Br)s1
    .	.	.	-9	-22	-10	-2	0.0
> COc1ccc(C(=O)NC2c3ccccc3-c3ccccc32)cc1
    .	0.2	.	-2	-13	22	3	0.1
> Cc1csc2ncnc(NNC(=O)c3ccc(Cl)cc3)c12
    .	.	.	.	-8	-4	3	0.0
> COc1ccccc1OCCC(=O)N1CCN(c2ccccc2OC)CC1
    .	0.1	7	4	-7	-5	.	.
> COc1ccc(CCNC(=O)C(=O)N2CCCC2)cc1OC
    -4	0.0	.	0	-5	-5	0	0.1
> O=C(NCc1cc(Cl)cc(Cl)c1)c1ccc2nc(COCCO)[nH]c2c1
    -5	-0.1	4	6	-8	-2	11	-0.1
> COc1ccccc1NS(=O)(=O)c1cccc(C(=O)N2CCN(Cc3ccc4c(c3)OCO4)CC2)c1
    .	0.1	.	-4	-1	-4	-3	-0.2
> COc1ccc(CNC(=O)C(=O)c2cn(CC(=O)N3CCOCC3)c3ccccc23)cc1
    11	.	3	4	-9	-7	-1	0.0
> COc1ccc(-c2csc(NC(=O)C3=NN(c4ccccc4)C(=O)CC3)n2)cc1
    .	.	.	-2	-6	-2	-3	0.1
> Cc1cc(NC(=O)COC(=O)C2CC(=O)N(c3ccc(Cl)cc3)C2)no1 (configuration not stated)
    -1	-0.1	-3	-1	-4	3	2	0.0
> CC=Cc1ccc2n(c1=O)C[C@@H]1[C@@H](CO)[C@H](C(=O)N3CCCCC3)N(Cc3ccccc3OC)[C@H]21 (mixture of isomers)
    3	-0.4	-18	-4	-12	-3	0	0.0
> Cc1ccc(C)c(N(C(=O)c2csnn2)C(C(=O)NC2CCCCC2)c2ccccn2)c1 (configuration not stated)
    5	-0.1	-3	-4	-6	-5	2	0.5
> CCOC(=O)c1csc(N)n1
    .	-0.1	.	-1	-18	-4	-3	0.1
> CCCCCCCCN1C(=O)[C@H](CC(=O)NCCCOCCCC)C[C@@]2(C(=O)OCC)CCCC=C12
    .	0.3	.	-3	-2	25	.	0.6
> O=C(Nc1ccc(Nc2ccncc2)cc1)c1ccc(Nc2ccnc3ccc([N+](=O)[O-])cc23)cc1[N+](=O)[O-]
    .	0.0	.	0	4	3	4	0.0
> CC(C)NC(=O)N(C)C[C@@H]1Oc2c(NC(=O)c3cnccn3)cccc2C(=O)N([C@@H](C)CO)C[C@@H]1C
    2	88*	1	-4	4	?	-1	-0.2
> CC(=O)Nc1ccc(NC(=O)C(C)Sc2n[nH]c(=O)n2Cc2ccccc2)cc1 (configuration not stated)
    2	.	-3	4	-4	-13	0	0.0

Going on with the list:
Values run as follows: esBAF inh	E-sel inducer	RAD54 inh	ERp5 inh	RAD52 inh	S100A4 MyoIIA	ERAP1 inh	Xi reactivation
> C[C@H](CO)N1C[C@H](C)[C@@H](CN(C)S(=O)(=O)c2ccc(F)cc2)Oc2ccc(NS(=O)(=O)c3cccs3)cc2CC1=O
    -1	-0.1	-1	4	3	2	-2	0.0
> Cc1cccc(N2CC(C(=O)Nc3nnc(SCCN4CCOCC4)s3)CC2=O)c1 (configuration not stated)
    -3	-0.3	1	-2	-25	-1	-4	0.0
> CCN(CC(=O)NCc1ccc(Cl)cc1)C(=O)c1cccc(S(=O)(=O)Nc2ccc(OC)cc2)c1
    .	0.0	.	5	9	-3	1	0.0
> N#CC1(NC(=O)CSc2nnc(Cc3ccccc3)o2)CCCCC1
    2	0.3	8	-9	0	2	0	0.1
> CO[C@H]1CN(C)C(=O)c2ccc(NC(=O)c3ccccc3F)cc2OC[C@H](C)N(CC2CCOCC2)C[C@@H]1C
    .	0.0	.	7	-1	5	1	-0.1
> Cc1nc2ccc(NC(=O)CS(=O)(=O)c3ccccc3)cc2s1
    ?	1.1	8	-2	-8	-3	0	0.0
> CC(C)CC#Cc1ccc2c(c1)O[C@@H](CN(C)Cc1ccccc1F)[C@@H](C)CN([C@H](C)CO)S2(=O)=O
    -14	0.5	-1	-2	3	-15	-1	0.1
